B2AR arrestin: recruits beta-arrestin to the human beta2-adrenergic receptor. P07550. beta-arrestin recruitment to beta2AR, cell-based reporter. Potency, µM (top dose mostly 46.1 µM), without a hit: at the highest dose activation, usual class: activators. 330,000 compounds, 0.02% hits. AID 492947;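 note: potency is the fitted concentration of half-maximal effect; 0% = DMSO controls and full agonism = EC100 isoproterenol or metaproterenol; nearly all actives have a fitted effect of over 65% in size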
Target sequence (P07550 whole entry, looked up): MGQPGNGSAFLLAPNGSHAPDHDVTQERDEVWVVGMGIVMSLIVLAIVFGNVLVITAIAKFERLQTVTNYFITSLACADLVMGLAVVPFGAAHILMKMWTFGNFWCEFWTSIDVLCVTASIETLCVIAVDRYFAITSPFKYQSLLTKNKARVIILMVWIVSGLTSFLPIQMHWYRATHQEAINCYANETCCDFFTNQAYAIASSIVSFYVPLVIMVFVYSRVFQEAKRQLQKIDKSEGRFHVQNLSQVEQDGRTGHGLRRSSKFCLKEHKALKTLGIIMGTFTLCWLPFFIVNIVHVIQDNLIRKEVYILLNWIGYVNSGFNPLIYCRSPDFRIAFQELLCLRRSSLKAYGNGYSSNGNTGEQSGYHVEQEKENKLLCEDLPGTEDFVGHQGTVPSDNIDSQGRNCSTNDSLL
GALK inh: inhibitors of human galactokinase. Purified GALK, Kinase-Glo residual ATP luminescence. Potency, µM (highest dose often 57.5 µM), for inactives: top-dose activity change, negative = inhibition, actives largely listed as inhibitors. 270,000 compounds, 0.007% hits. AID 1868; note: potency is the fitted concentration of half-maximal effect; % is set by controls: 0 for no effect and ±100 for the full control effect
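Luminescence from leftover ATP (Ultra-Glo luciferase/luciferin) served as read-out after a 1 h room-temperature reaction of 5 nM GALK with 35 uM ATP and 100 uM galactose.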
TSG101-PTAP inh: blocks PTAP/TSG101 interaction to inhibit HIV-1 budding; AID 493005; 340,000 tested, under 10 active; Q99816; Fluorescence polarization, FITC-PTAP peptide / Tsg101 binding; Potency, µM (titrated, usually from 115 µM), for inactives: top-dose activity change, negative = inhibition, actives largely listed as inhibitors; active = well fitted inhibition curve with a large enough effect in the main read-out, with a control signal flat, not every such curve was filed as active; inconclusive = small, poorly fitted or top-dose-only effect, or effect the other way, or a change in a side signal; inactive = no such curve, though single readings can be large or run the other way; note: potency is the fitted concentration of half-maximal effect; % of control where 0% means no effect
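Steps: Tsg101 binding domain dispensed (10 uM final), compounds pinned in DMSO, FITC-labeled PTAP-motif peptide added (50 nM final); after 20 min binding at room temperature, polarization measured.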
Giardia killer: Giardia lamblia killing; AID 540267; activity change, % at 7.66 µM, hits read low; 340,000 compounds, 0.15% hits; Giardia lamblia trophozoite viability; in the data active = activity change below about -80%; inconclusive = between about -30% and that limit;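 note: parasites exposed to compound for two days anaerobically before the ATP read; % is set by controls: 0 for no effect and ±100 for the full control effect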
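Trophozoite viability was measured as ATP-dependent luminescence, read 15-30 min after reagent addition. Before that, parasites at 100 cells/well were exposed to compounds for 48 h, anaerobically, at 37 deg C.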
Menin MLL FP TR: displaces Texas Red mutant MLL peptide from human menin; Potency, µM (highest dose often 61.6 µM), without a hit: top-dose FP activity change, negative = inhibition, most hits filed as inhibitors; Menin + Texas Red MLL mutant peptide, fluorescence polarization; O00255; 270,000 compounds, 0.23% hits; active = well fitted inhibition curve with a large enough effect in the polarisation, with a control signal flat, not every such curve was filed as active; inconclusive = small, poorly fitted or top-dose-only effect, or effect the other way, or a change in a side signal; inactive = no such curve, though single readings can be large or run the other way; the % refers to the polarisation; note: potency is the fitted concentration of half-maximal effect; % of control where 0% means no effect; many of its hits are not listed in these tables
Tb PFK inh: T. brucei PFK enzyme inhibition; O15648; T. brucei PFK, ADP-Glo luminescence; Potency, µM (doses to about 57.5 µM), without a hit: top-dose activity, negative = inhibition, actives largely listed as inhibitors; 330,000 compounds, 0.17% hits; AID 485367;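 note: potency is the fitted concentration of half-maximal effect; 0% = uninhibited 1x PFK enzyme wells and -100% = no-enzyme wells; nearly all actives have a fitted effect of over 60% in size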
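Compounds were pin-transferred as a titration series up to 57 uM into substrate buffer (0.5 mM F6P, 0.1 mM ATP, pH 8.0), then 1.25 nM PFK was added and reactions ran 45 min before ADP-Glo detection.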
PKM2 activator: activators of human pyruvate kinase M2; purified PKM2, Kinase-Glo ATP luminescence, activation; response scale: 0% is enzyme alone, no compound; Potency, µM (doses to about 57.5 µM), inactives show at the top dose activation, most hits filed as activators; 260,000 compounds, 0.34% hits; note: potency is the fitted concentration of half-maximal effect; % is set by controls: 0 for no effect and ±100 for the full control effect; nearly all actives have a fitted effect of over 55% in size
Target sequence (P14618 whole entry, looked up): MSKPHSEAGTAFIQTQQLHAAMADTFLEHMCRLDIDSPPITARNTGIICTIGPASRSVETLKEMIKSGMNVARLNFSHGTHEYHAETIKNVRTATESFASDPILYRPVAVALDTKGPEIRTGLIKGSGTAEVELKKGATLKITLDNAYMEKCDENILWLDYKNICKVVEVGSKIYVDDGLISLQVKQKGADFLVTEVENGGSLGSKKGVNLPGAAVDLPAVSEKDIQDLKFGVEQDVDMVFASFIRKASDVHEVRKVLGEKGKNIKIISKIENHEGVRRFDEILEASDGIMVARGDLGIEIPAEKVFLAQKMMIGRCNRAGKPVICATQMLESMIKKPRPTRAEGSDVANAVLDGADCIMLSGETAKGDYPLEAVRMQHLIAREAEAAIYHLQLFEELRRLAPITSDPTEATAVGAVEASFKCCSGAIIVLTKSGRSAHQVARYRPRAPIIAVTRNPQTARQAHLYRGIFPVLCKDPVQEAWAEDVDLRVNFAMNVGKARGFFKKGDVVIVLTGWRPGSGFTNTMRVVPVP
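Kinase-Glo luminescence reports ATP generated from ADP (0.1 mM) and PEP (0.5 mM) by purified hPK-M2 after 1 h at room temperature, pH 7.2 imidazole buffer; intermediate enzyme activity allows detecting inhibitors and activators.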
FBPA coupling cs: coupling enzyme interference in Giardia aldolase counter-screen. activity change, negative = inhibition, % at 58.2 µM, hits read low. AID 2472. coupling enzyme system counterscreen, AmpLite Red fluorescence. 290,000 compounds, 0.67% hits; in the data active = activity change below about -30%; note: % is set by controls: 0 for no effect and ±100 for the full control effect
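Final compound at 57.5 uM, incubated 10 min at RT with coupling enzyme reagent (glyceraldehyde-3-phosphate), then 20 min with substrate and AmpLite Red detection. Fluorescence read at 525/598 nm; tests interference with the coupling assay, not aldolase inhibition.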
S-ASM inh: human S-ASM enzyme inhibition | AID 504937 | Potency, µM (doses to about 57.5 µM), inactives show at the highest dose activity change, negative = inhibition, usual class: inhibitors | placental ASM, HMU-PC fluorogenic substrate, 60 min | 340,000 compounds, 0.006% hits | P17405; note: potency is the fitted concentration of half-maximal effect
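qHTS format. ASM enzyme prepared from human placenta hydrolyses the fluorogenic substrate HMU-PC0 (9 uM final) over 60 min at 37 °C after a 10 min compound preincubation.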
a7 integrin act: integrin-mediated muscular dystrophy alleviation activation | alpha7betagal myoblasts, beta-gal FDG fluorescence, 48 h | Potency, µM (doses to about 38.3 µM), without a hit: at the top dose activation, most hits filed as activators | 350,000 compounds, 0.064% hits;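 note: potency is the fitted concentration of half-maximal effect; 100% = response of the positive control SU9516; nearly all actives have a fitted effect of over 60% in size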
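Alpha7betagal+/- myoblasts (passage 13) were plated 16-24 hr, then exposed to compounds (1:260 dilution of DMSO stock) for 48 hours at 37C. After MPER lysis, β-galactosidase reporter activity was read as FDG fluorescence (ex 480/em 540) after 30 minutes.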
Chronic BCR inh: blocks chronic active B-cell receptor signaling | ABC-DLBCL IkBa-CBG/CBR reporter, luminescence ratio, 4 h | Potency, µM (highest dose often 46.1 µM), for the others: top-dose ratio change, negative = lower green/red ratio, hits mostly inhibitors | 340,000 compounds, 0.05% hits; active = well fitted inhibition curve with a large enough effect in the signal ratio, with a control signal flat, not every such curve was filed as active; inconclusive = small, poorly fitted or top-dose-only effect, or effect the other way, or a change in a side signal; the % refers to the signal ratio;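 note: potency is the fitted concentration of half-maximal effect; plate controls were basal doxycycline-induced cells for no effect and cells given 10 µM MG132 for full effect; MG132 reads +100%, hits lower the ratio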
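Compounds up to 46 uM were incubated four hours with TMD8 cells whose green CBG68 luciferase is fused to IkappaBalpha; red CBR luminescence normalised the signal, and concentration-effect curves were fitted to fusion, red and ratio data.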
* marks the source's active call; other numbers are inactive results; i = inactive; ? = inconclusive; . = not tested or not shown; & = joins results of further samples; [ ] = remark or other dose. Unless noted, calls come from the whole dose curve; as a rule, active = well fitted curve in the direction sought with a large enough effect; inconclusive = small, poorly fitted or top-dose-only effect, or another doubt; inactive = no such curve, though single readings can be large; an effect the other way counts as inactive or inconclusive. An excerpt; rates above refer to the full screens.

SMILES | B2AR arrestin | GALK inh | TSG101-PTAP inh | Giardia killer | Menin MLL FP TR | Tb PFK inh | PKM2 activator | FBPA coupling cs | S-ASM inh | a7 integrin act | Chronic BCR inh
COc1ccccc1-c1nc(SCc2ccccn2)n[nH]1 | -0.9% | 2% | -2% | -4 | -3% | -6% | 2% | -1 | 6% | 8% | ?
O=C(CNS(=O)(=O)c1cccs1)NCc1ccc(F)cc1 | 0.7% | 9% | 0% | 5 | 5% | -4% | 2% | -1 | 2% | 12% | -1%
CCN(C(=O)c1cc2c(=O)n3ccccc3nc2n1C)C1CCCCC1 | -0.5% | -5% | -3% | -20 | . | 3% | . | . | i | -3% | 5%
COc1cc(OC)c(C2CC(=O)N3CN(c4ccccc4)CSC3=C2C#N)cc1OC (stereo not drawn) | -0.2% | 0% | -3% | -12 | 1% | -25% | -5% | -24 | 0% | -10% | -1%
Cc1cc(N)n(-c2ccccc2)n1 | -3.4% | 7% | 0% | -4 | 27% | 2% | -6% | -1 | 0% | 1% | ?
COC(CNC(=O)C1CCCN1C(=O)OCc1ccccc1)OC (stereo not drawn) | 0.0% | 2% | 0% | 16 | -23% | -1% | 1% | 0 | 3% | -11% | 0%
Cc1ccc(C)c(-c2csc(NC(=O)c3c(C)noc3C)n2)c1 | 0.2% | . | -6% | 5 | . | 3% | . | . | -3% | ? | ?
COc1ccc([C@@H]2[C@@H]3C(=O)N(C(C)(C)C)C(=O)[C@@H]3[C@]3(C)C(=O)N(c4cccc(C)c4)C(=O)N23)cc1 | -0.8% | . | . | -3 | 1% | 2% | 2% | -2 | 9% | 25% | -3%
CC(C)(C)C(=O)NNC(=O)c1cnccn1 | 0.0% | -2% | 3% | -11 | . | -5% | -3% | 2 | 3% | -23% | ?
Nc1nonc1-c1noc(CCCOc2ccc(Cl)cc2Cl)n1 | -0.4% | 0% | -2% | 4 | 15% | -3% | -1% | -4 | 4% | -3% | ?
O=C(CN1C(=O)c2ccccc2C1=O)Nc1ccccc1N1CCOCC1 | -0.8% | . | 1% | 25 | . | -3% | 11% | 2 | -2% | 13% | ?
CCC(C)NS(=O)(=O)c1ccc(OCC(=O)Nc2ccc(F)cc2F)cc1 (stereo not drawn) | -0.1% | -3% | -4% | -6 | 6% | -3% | -12% | -1 | 0% | -34%[inhibitor] | ?
COc1cc(NC(=O)c2ccccc2)c(OC)cc1NC(=O)Cc1ccc(Br)cc1 | -0.3% | -3% | -9% | 15 | ? | -1% | 1% | -2 | -1% | ? | 1%
CCN(CC(=O)NCCc1ccc(S(N)(=O)=O)cc1)Cc1nc2ccccc2c(=O)[nH]1 | 0.2% | 1% | -7% | -2 | 13% | -2% | 1% | 0 | 4% | -9% | 0%
CCn1c(=O)c2sccc2n(Cc2ccc(C)cc2)c1=O | -0.1% | 5% | -3% | -20 | 0% | 0% | 0% | 5 | 0% | -16% | 0%
CCOC(=O)c1cc(NC(=O)Nc2cc(C)ccn2)c(C)nc1C | -0.1% | 5% | -3% | -4 | 7% | -2% | 0% | 4 | -3% | 17% | -4%
O=C(c1ccccc1)c1cc(F)c(N2CCOCC2)cc1Cl | -1.3% | 0% | 0% | 6 | -6% | 0%[0.46 µM] | 0% | 0 | -3% | 1% | -8%
OCCN1CCN(Cc2cccc(Oc3ccc(Cl)cc3)c2)CC1 | -0.7% | 1% | 1% | 14 | 4% | 3% | 2% | 0 | -3% | -31% | -1%
Cc1ccc(N2C(=O)NC3(CCCCC3)C2=O)cc1 | -3.3% | -1% | -7% | -2 | -12% | 3% | -2% | 5 | 0% | 1% | ?
Cc1oc2c(CN(C)C)c(O)ccc2c(=O)c1-c1ccc2ccccc2n1 | 0.3% | 1% | 2% | 10 | 5% | 1% | 3% | -1 | -2% | -9% | -4%
O=c1[nH][nH]c(=O)c2cc([N+](=O)[O-])ccc12 | 0.1% | . | 0%&-4% | -3&4 | . | -1% | . | . | -9%&-4% | -3% | 1%
Cc1cc(=O)oc2c(O)c(O)ccc12 | . | . | -2% | 6 | -5% | . | . | -36* | 9% | . | .
O=c1c2ccccc2nc(N/N=C/c2ccccc2)n1O | -1.0% | -1% | -4% | -4 | 16% | -4% | -7% | 5 | 3% | 0% | ?
CC(=O)Nc1cccc(C(=O)OC(C)C(=O)N2CCc3ccccc32)c1 (stereo not drawn) | -0.3% | . | -6% | 23 | . | -2% | . | . | 7% | 1% | 7%
COc1ccccc1N1CCN(Cc2nnnn2CCc2ccccc2)CC1 | -1.5% | 0% | 1% | 5 | -16% | 0% | -3% | 2 | -1% | -41% | -1%
CCCOc1cccc(C(=O)NCCCNC(=O)c2ccccn2)c1 | 0.1% | 4% | -1% | -3 | 4% | -8% | -3% | 2 | -1% | -8% | 2%
Cc1cc(=O)[nH]c(N=N/C(=N/Nc2ccc(O)cc2)c2ccccc2)n1 | 4.3% | 7% | -1% | 2 | 2% | -9% | 12% | 0 | ? | -32%[inhibitor] | ?
COC1(NS(=O)(=O)c2ccc(Br)cc2)C(C)=CC(=O)C=C1C | 0.2% | 5% | -1% | 14 | -18% | -4% | 2% | 0 | -3% | -11% | 5%
CCCc1[nH]n(-c2nc3ccccc3s2)c(=O)c1C=NCCCN(CC)CC | -0.5% | 0% | -5% | -4 | 13% | -3% | 1% | 2 | 1% | 15% | ?
O=C(COc1ccc(Cl)cc1Cl)N(Cc1ccco1)C1CCS(=O)(=O)C1 (stereo not drawn) | 0.2% | 9% | -4% | 1 | -9% | 0% | 2% | 1 | 6% | -4% | -5%
COc1ccc(CNC(=O)c2nc(S(=O)(=O)Cc3ccccc3)ncc2Cl)cc1 | -0.5% | -8% | 2% | -11 | . | -14% | . | . | -6% | -84%[inhibitor] | ?
CS(=O)(=O)C1=NSC2=NC(=O)/C(=C\c3cccn3-c3ccc(Cl)cc3)C(=N)N21 | 0.5% | -6% | -9% | 7 | 22% | -29% | 2% | 18 | -22% | 23% | ?
COc1ccc(-c2nnc(SCC(=O)NCCc3ccc(S(N)(=O)=O)cc3)o2)cc1OC | 0.2% | 7% | 1% | -2 | . | 0% | -2% | -1 | -1% | -2% | 0%
COCCN(CC(=O)NCc1ccccc1)C(=O)CCC(=O)Nc1nccs1 | -3.0% | 0% | -3% | 15 | 8% | 1% | -1% | 2 | -1% | -7% | 7%
CC(O)[C@H]1CNC(=S)N1CCc1cccc(F)c1 (stereo partly drawn) | -0.9% | -1% | -2% | 2 | . | 2% | 1% | 4 | 2% | 3% | ?
CC(C)(C)C(=O)NCC12C=CC(O1)C1C(=O)N(c3ccccc3)C(=O)C12 (stereo not drawn) | 0.3% | 0% | -11% | 4 | 0% | -5% | -3% | 0 | 3% | -58%[inhibitor] | 1%
CCOC(=O)c1nn(-c2cccc(C)c2)cc1C(=O)c1ccccc1 | -0.4% | -1% | -5% | -15 | 3% | 2% | 9% | -3 | -2% | -13% | -11%
COc1ccc(C(=O)Nc2ccc(C(=O)N3CCCCC3)cc2)cc1OC | 0.1% | -1% | 0% | 0 | -10% | 0% | -17% | -3 | 3% | 9% | -2%
CC(C)(C)OC(=O)[C@H](Cc1ccccc1)NC(=O)c1nc[nH]c1C(=O)NCc1ccccc1 | -1.0% | -4% | 0% | 8 | 16% | 2% | -1% | -1 | -6% | -31% | 15%
N#Cc1c(C(F)(F)F)cc(-c2cccs2)nc1SCC(=O)O | 0.1% | 0% | 2% | -9 | . | -3% | -4% | 22 | 37%[activator] | 33% | ?
O=C(COC(=O)COc1ccccc1)NC1CCCC1 | 0.1% | . | -3% | 46[activator] | . | 0% | . | . | -3% | -15% | ?
CC(=O)Nc1ccc(NC(=O)CN(c2ccc(F)cc2)S(=O)(=O)c2ccc3c(c2)OCCO3)cc1 | 0.1% | -1% | -12% | -9 | 9% | -9% | 11% | 2 | -5% | 18% | -13%
CC[C@]12c3[nH]c4cc(-c5ccco5)ccc4c3CCN1C(=O)[C@@H](CC(=O)NCCN1CCOCC1)C[C@@H]2C(=O)N1CCN(C(=O)c2ccco2)CC1 | -0.8% | . | -4% | -9 | . | 0% | . | . | 22% | -5% | -1%

Source: PubChem
